Source: PubChem BioAssay
KLK7 zymogen act – proKLK7 zymogen activators, primary screen, biochemical, fluorescence intensity; purified proKLK7, EDANS-DABCYL substrate fluorescence; 100% is mature enzyme control, 0% vehicle; activation, % at 7 µM; actives 0.9% (n = 370,000);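 active = activation above the mean of all tested compounds plus 3 SD, computed per campaign excluding outliers beyond control limits, cut at about 13% in these data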
Target sequence (P49862 whole entry, looked up): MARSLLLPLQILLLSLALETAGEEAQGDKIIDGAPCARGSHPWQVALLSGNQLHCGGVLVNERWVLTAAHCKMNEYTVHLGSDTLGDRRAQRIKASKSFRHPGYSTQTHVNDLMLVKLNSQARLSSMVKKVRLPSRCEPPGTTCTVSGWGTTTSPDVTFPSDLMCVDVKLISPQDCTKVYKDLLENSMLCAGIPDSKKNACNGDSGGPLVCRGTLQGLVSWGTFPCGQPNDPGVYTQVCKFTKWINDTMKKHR
DDE Tn7 FP inh – inhibitors of Tn7 peptide binding to fibrin DD(E), primary screen, biochemical, fluorescence polarization, human fibrin, Tn7 probe | actives 0.13% (n = 370,000) | AID 720508, 2013 | inhibition, % at 8.3 µM | FP displacement of FITC-Tn7 peptide from fibrin DD(E); 0% = median of compound wells per plate | Fibrinogen beta chain (Homo sapiens), P02675;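 active = inhibition above the mean of compounds falling within the control limits plus 3 SD of them, cut at about 14% in these data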;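 note: 0% = plate median of compound wells and 100% = 10 µM Aha-Tn7 peptide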
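System: human fibrin DD(E); quantity: Fibrin-DD(E) at 2 µM final; also added: fluorescent Tn7 probe at 0.1 µM; compound dosing: single nominal test concentration of 8.3 µM per compound; schedule: 10 min preincubation, 3 h with tracer, room temperature; detection: fluorescence polarization of the labelled Tn7 tracer; repeats: one replicate per compound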
TCR CD3 inh – inhibitors of human TCR-CD3 interaction, primary screen, biochemical, fluorescence, TAMRA-labeled TCR probe; T-cell receptor (TCR); inhibition, % at 9.4 µM; actives 0.37% (n = 360,000); AID 651800, 2012; in the data active = inhibition above about 19%;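 note: recombinant mutant TCR 2C K166C tagged with TAMRA read by polarization; 0% = receptor in buffer alone and 100% = receptor with positive control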
SIAE inh – human SIAE inhibitors, primary screen, biochemical, fluorescence polarization, FP-Rh probe, 1536-well HTS. actives 0.69% (n = 370,000). SIAE FP-Rh probe binding. inhibition, % at 9.66 µM;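 active = inhibition above a cutoff: mean of compounds within the control limits plus 3 SD of those, cut at about 17% in these data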;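 note: 0% = plate median of compound wells and 100% = probe without SIAE protein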
UHRF1 MBD2 ctr – UHRF1 methylated DNA binding inhibitors, primary screen, counter-screen for MBD2 inhibitor project, biochemical, TR-FRET, human UHRF1, single concentration; UHRF1 binding to methylated oligo; inhibition, % at 4.4 µM; actives 0.75% (n = 370,000); in the data active = inhibition above about 21%;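 note: UHRF1 SRA domain binding a hemimethylated CpG hairpin DNA probe; 0% = median of test compound wells and 100% = reference inhibitor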
PRMT1 FP inh – PRMT1 methyltransferase inhibitors, primary screen, biochemical, fluorescence polarization; actives 1.3% (n = 370,000); inhibition, % at 2.79 µM; Protein arginine N-methyltransferase 1 (Homo sapiens), Q99873; recombinant PRMT1, activity-based probe fluorescence polarization;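 active = inhibition above about 21% made by adding two undisclosed values, limit read from the data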
Target sequence (Q99873 whole entry, looked up): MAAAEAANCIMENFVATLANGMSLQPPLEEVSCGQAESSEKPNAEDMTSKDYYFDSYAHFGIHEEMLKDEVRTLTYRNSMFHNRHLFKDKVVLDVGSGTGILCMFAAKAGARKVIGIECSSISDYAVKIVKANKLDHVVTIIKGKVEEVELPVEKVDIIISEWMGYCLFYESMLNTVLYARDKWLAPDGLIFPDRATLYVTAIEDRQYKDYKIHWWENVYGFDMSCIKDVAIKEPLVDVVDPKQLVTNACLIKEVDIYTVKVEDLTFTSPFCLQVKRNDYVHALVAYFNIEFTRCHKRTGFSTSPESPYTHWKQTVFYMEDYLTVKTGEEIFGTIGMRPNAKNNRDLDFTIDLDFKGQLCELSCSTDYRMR
TDP2 inh – human TDP2 enzyme inhibitors, primary screen, biochemical, epi absorbance, recombinant enzyme. T5PNP hydrolysis, p-nitrophenol absorbance 415 nm. inhibition, % at 12.8 µM. actives 0.34% (n = 370,000);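 active = inhibition above the mean of all tested compounds plus 3 SD, set per campaign, cut at about 25% in these data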;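 note: 0% = DMSO with enzyme and 100% = buffer with substrate but no TDP2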
Target sequence (O95551 whole entry, looked up): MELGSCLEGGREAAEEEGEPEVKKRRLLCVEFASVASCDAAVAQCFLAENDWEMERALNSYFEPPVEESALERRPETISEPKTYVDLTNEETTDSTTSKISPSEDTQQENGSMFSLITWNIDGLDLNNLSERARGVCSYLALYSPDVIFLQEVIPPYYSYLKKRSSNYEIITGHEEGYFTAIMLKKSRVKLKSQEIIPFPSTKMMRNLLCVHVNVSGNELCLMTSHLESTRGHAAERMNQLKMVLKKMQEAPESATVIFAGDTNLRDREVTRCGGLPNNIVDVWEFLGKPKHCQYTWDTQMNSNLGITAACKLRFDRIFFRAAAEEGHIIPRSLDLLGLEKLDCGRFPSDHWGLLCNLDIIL
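Evaluation: % inhibition relative to enzyme-containing and enzyme-free wells. Material: recombinant human TDP2. Benchmarks: enzyme-free and DMSO wells. Timing: enzyme reaction with compound for 2 h at 37 °C. Compound dosing: 12.8 µM only. Measured by: p-Nitrophenol epi absorbance. Reagent: T5PNP substrate at 5 mM, a TopII-DNA adduct mimic. Replication: single well per compound.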
LEDGF integ inh – blockers of LEDGF/p75-dependent integrase strand transfer – biochemical, TR-FRET, high throughput, primary screen; actives 0.64% (n = 370,000); TR-FRET IN-LEDGF/p75 DNA integration, Eu/Cy5; inhibition, % at 3.7 µM;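 active = inhibition above the screen-wide mean plus 3 SD, cut at about 13% in these data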;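 note: signal is the Cy5 over europium emission ratio at 671 and 618 nm; 0% = plate median of compound wells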
MBD2 DNA inh – inhibitors of MBD2 binding to methylated DNA, primary screen, biochemical, TR-FRET, DNA-binding domain, human; inhibition, % at 4.4 µM; actives 0.31% (n = 370,000); MBD2 binding to methylated oligonucleotide; AID 686964, 2013; Methyl-CpG-binding domain protein 2 (Homo sapiens), Q9UBB5; in the data active = inhibition above about 13%
Tn6 DDE FP – inhibitors of Tn6 peptide binding to fibrin DD(E), primary screen, biochemical, fluorescence polarization, human fibrin, Tn6 probe. actives 0.21% (n = 370,000). Fibrinogen beta chain (Homo sapiens), P02675. inhibition, % at 8.3 µM. Fibrin DD(E) TRITC-Tn6 fluorescence polarization displacement;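 active = inhibition above a per-campaign cutoff: mean of compounds within control limits plus 3 SD, cut at about 15% in these data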;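 note: 0% = median of all compound wells on the plate and 100% = blocking peptide control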
An asterisk follows results filed as active; · = not tested or not shown.

SMILES | KLK7 zymogen act | DDE Tn7 FP inh | TCR CD3 inh | SIAE inh | UHRF1 MBD2 ctr | PRMT1 FP inh | TDP2 inh | LEDGF integ inh | MBD2 DNA inh | Tn6 DDE FP
Cc1cc(C)n(-c2ncnc3ccccc23)n1 | -0.1 | -9 | 5 | 0 | -1 | 0 | -5 | 3 | 1 | -2
COc1cccc2cc(-c3cc(=O)oc4cc(C)c(OCC(C)=O)cc34)oc12 | 0.1 | -4 | -10 | 0 | 0 | 1 | -17 | 0 | 2 | -4
Cc1ccc(NC(=O)C2=CC=CN3CCS(=O)(=O)N=C23)cc1 | -0.3 | -1 | 4 | -5 | 1 | -1 | -3 | 5 | 1 | 3
Cc1ccc(C(=O)CC(=O)COc2ccc(Cl)cc2C)cc1 | -0.3 | 1 | -4 | 2 | 1 | -1 | 1 | -2 | -2 | -2
C[C@H]1CN([C@@H](C)CO)C(=O)CCCn2nncc2CO[C@@H]1CN(C)C(=O)c1ccccc1 | -1.1 | -1 | -5 | 2 | 1 | 6 | -5 | -6 | -5 | -1
Cc1cc(N2CCOCC2)n2cc(-c3ccc(F)cc3)nc2n1 | 3.9 | -2 | -1 | 10 | 0 | 4 | -4 | -4 | 7 | 1
O=C(NCCc1ccccc1Cl)[C@@H]1CCCN1C(=O)[C@H](Cc1cccnc1)NC(=O)N1CCOCC1 | 0.6 | -7 | -5 | -5 | 2 | 4 | 2 | -4 | -1 | -5
N#Cc1c(-c2c(Cl)cccc2Cl)noc1/C=C/Nc1ccc(C(=O)O)cc1 | -0.8 | 3 | 0 | -3 | -1 | 0 | 6 | 1 | 0 | 2
N#CC(C(=O)c1ccc(S(=O)(=O)N2CCCCCC2)cc1)c1nc2ccccc2[nH]1 (centres undefined) | 0.2 | -3 | -3 | -4 | 3 | 1 | -11 | -2 | -3 | 7
CCc1ccc(OCCCC(=O)Nc2ccc(N3CCOCC3)cc2)cc1 | 0.3 | 8 | 7 | 5 | -1 | -1 | 2 | 1 | -10 | -1
Cc1ccc(-c2nn(CC(=O)NCCN3CCOCC3)c(=O)c3ccccc23)cc1 | 0.3 | -1 | 3 | 1 | 0 | 0 | 3 | 0 | -1 | -8
CC(=O)c1nc(-c2ccccc2)sc1C | -0.1 | 5 | -2 | -1 | -1 | 3 | 1 | -6 | 5 | 2
Cc1noc(C)c1C(=O)Nc1ccc(F)cc1F | 0.1 | 5 | 0 | 9 | 0 | -1 | -8 | 2 | -2 | -5
CCOP(=O)(OCC)C(Cc1ccccc1)N=C(c1ccccc1)c1ccccc1 (centres undefined) | 0.3 | 1 | 4 | 1 | 2 | 2 | 0 | -1 | 3 | -6
Cc1ccc(S(=O)(=O)N(CC(=O)NCCC2=CCCCC2)Cc2ccccc2F)cc1 | 0.6 | 7 | -3 | -4 | -1 | 2 | 9 | 0 | -5 | -6
O=c1[nH]snc1N1CCOCC1 | 0.2 | 6 | -2 | -9 | 5 | 2 | -10 | -2 | 8 | 4
CCOC(=O)Cc1csc(N/N=C\c2ccccc2OC)n1 | 1.2 | -1 | 3 | 4 | 0 | -1 | 8 | -1 | 2 | 2
Cc1ccccc1NC(=O)CN1C(=O)NC(C)(c2ccc3c(c2)OCO3)C1=O (centres undefined) | -0.4 | 5 | 8 | 4 | -3 | -1 | 4 | 3 | 3 | 0
CC(C)c1ccc(/C=N/NC(=O)CC(=O)NCc2ccccc2)cc1 | -0.2 | 0 | 7 | -4 | 0 | -3 | 4 | 1 | 2 | -1
Fc1ccc(CNc2ccccn2)cc1 | 0.1 | 1 | -1 | 6 | -2 | -6 | -2 | 2 | -1 | -5
CCC(C)(C)NC(=O)Cn1c(-c2ccccc2)cc(C(C)=O)c1C | 0.1 | -1 | -3 | 6 | -3 | -1 | 2 | 2 | 4 | -6
Cc1cc(C)c(S(=O)(=O)c2ccccc2C(=O)O)c(C)c1 | 0.1 | 0 | 3 | 0 | -1 | 2 | -2 | -1 | 2 | 0
COc1cc(NC(=O)CCCn2c(=O)oc3ccccc32)cc(OC)c1 | 0.4 | 4 | 8 | 5 | -2 | -1 | -6 | 0 | -10 | 7
Cc1cc(C)n(-c2nc3ccccc3c(=O)n2OCC(C)C)n1 | -0.3 | -5 | -5 | 2 | 2 | 0 | 8 | -1 | 3 | -5
Cc1cccc2cc(C3CC(c4ccco4)=NN3S(=O)(=O)c3ccccc3)c(Cl)nc12 (centres undefined) | -0.8 | 1 | 3 | -5 | -6 | 3 | 8 | 2 | -8 | -5

Other structures.
SMILES | KLK7 zymogen act | DDE Tn7 FP inh | TCR CD3 inh | SIAE inh | UHRF1 MBD2 ctr | PRMT1 FP inh | TDP2 inh | LEDGF integ inh | MBD2 DNA inh | Tn6 DDE FP
CCN(c1ccccc1)S(=O)(=O)c1ccc(Cl)c(NC(=O)CN2CCCCCC2)c1 | -0.2 | -5 | -9 | -1 | 1 | 2 | 16 | -2 | 5 | -14
COc1ccccc1Oc1cn[nH]c1-c1ccc(OCC(=O)NN)cc1O | 0.2 | -5 | 2 | -12 | -1 | 11 | 3 | 3 | 3 | -5
O=C(O)C1C2C=CC(C2)C1C(=O)NCc1ccc(Cl)c(Cl)c1 (centres undefined) | 0.3 | -3 | -1 | 2 | -2 | -4 | 7 | 1 | 3 | -1
CCN(CC)CCC(c1ccc(OC)cc1)c1c(O)cc(OC)cc1OC (centres undefined) | 0.3 | -3 | -4 | 4 | 0 | -1 | -9 | -1 | -5 | 8
COn1c(-n2nc(C)cc2C)nc2ccccc2c1=O | 0.0 | 11 | -3 | 4 | 0 | 5 | 4 | 3 | 6 | -5
Cc1cccc(NC(=S)NCc2ccc(F)cc2)c1 | 0.5 | -8 | -5 | 2 | 19 | -1 | 4 | -2 | 3 | 0
CCn1c(CNC(=O)c2cccnc2)cc2ccccc21 | -0.3 | 2 | 6 | 0 | -4 | -1 | 6 | 0 | 2 | -2
CCC(C)(C)NC(=O)c1ccccc1Oc1ccccc1 | 0.1 | -2 | 3 | 2 | 0 | -1 | -10 | 0 | 2 | -1
CC(=O)NC1(C(Cl)(Cl)Cl)Oc2ccccc2O1 | 0.0 | 2 | -11 | -6 | 5 | 1 | -4 | -3 | 3 | 4
Fc1ccc(NC(=S)Nc2ccc(Br)cc2)cc1 | 0.0 | 3 | -8 | 3 | 1 | 0 | -12 | 3 | -6 | 0
COc1ccc2c(c1)N[C@@](CCNC=O)(c1[nH]c3ccccc3c1CCNC=O)C2=O | · | -2 | · | 0 | -1 | 6 | -10 | -5 | 2 | 3
C[C@@]12C(=O)N(c3ccc(F)cc3)C(=O)N1[C@@H]1c3ccccc3OC[C@@H]1[C@H]2c1ccccc1 | 0.9 | 7 | 6 | 3 | 8 | 0 | -7 | -3 | 1 | 1
O=C1CSC(c2ccccc2Cl)N1 (centres undefined) | 0.5 | 2 | 3 | 2 | -2 | -3 | 5 | -5 | 3 | 5
CCc1ccc(C2=NN(CCC(=O)NC(C)CCc3ccccc3)C(=O)CC2)cc1 (centres undefined) | 0.3 | -2 | -3 | -7 | 2 | 18 | -17 | -5 | 1 | 10
Nn1c(SCC(=O)Nc2ccc(OC(F)F)cc2)nnc1-c1ccco1 | -0.2 | 9 | 4 | 0 | 0 | 0 | 7 | 4 | -5 | 14
N#C/C(=C/c1cn(CC(=O)O)c2ccccc12)C(=O)NCc1ccccc1 | 1.6 | 4 | 6 | 4 | -2 | 2 | -1 | -2 | -2 | 2
COc1ccccc1N1CCN(Cc2ccc(C(=O)O)cc2)CC1 | -0.4 | -14 | 7 | -2 | 3 | -5 | -12 | 2 | -7 | -2
O=C(c1ccc(-c2ccccc2)cc1)N1CCC(C(=O)N2CCCC2)CC1 | 0.2 | 7 | 13 | 0 | 1 | -2 | 1 | -1 | -2 | 1
COc1cc(OC)cc(C(=O)NC(C(=O)NNC(=O)c2cc(Cl)ccc2OC)C(C)C)c1 (centres undefined) | -0.2 | -2 | -2 | 0 | -2 | -5 | -11 | -1 | -3 | 2
COc1ccc(C2CC(c3cccs3)=NN2C(=O)CCl)cc1OC (centres undefined) | 0.4 | 9 | -1 | 1 | -2 | -3 | 9 | -2 | -3 | -2
CCN(CC)S(=O)(=O)c1ccc(N2CC(C(=O)NCCc3ccc(Cl)cc3)CC2=O)cc1 (centres undefined) | 0.3 | 3 | -1 | 9 | -2 | -2 | -2 | 0 | 2 | -6
O=C(Oc1ccc(Cl)c2ccccc12)N1CCCCC1 | 0.1 | 1 | 6 | -4 | 0 | -3 | 0 | -4 | 3 | 11
Cc1ccc(C(=O)Nc2ccccc2N2CCCCC2)o1 | 0.2 | -3 | -12 | 0 | 0 | 2 | 5 | -1 | 3 | -3
CN(c1cccc(NC(=O)c2ccccc2N(C)S(=O)(=O)c2ccccc2)c1)S(C)(=O)=O | 0.2 | 3 | 5 | -3 | 0 | 1 | 10 | 1 | -3 | 2
Cc1ccc(S(=O)(=O)N/N=C/c2c(C)nn(-c3ccccc3)c2C)cc1 | 0.1 | -5 | 15 | -1 | 2 | -2 | -3 | 1 | -5 | 0
CC1CCCC(NC(=O)COC(=O)c2ccc(Cl)nc2)C1C (centres undefined) | -0.7 | 0 | -8 | -2 | 0 | 5 | 4 | -1 | -4 | -2
COc1ccccc1N(Cc1cc2cccc(C)c2[nH]c1=O)C(=O)C(C)C | -0.6 | 2 | 2 | -3 | 1 | 2 | -11 | 0 | -2 | 2

Copied from the list.
Under MBD2 DNA inh, `CC(=O)NC1(C(Cl)(Cl)Cl)Oc2ccccc2O1` has the entry 3
Under TDP2 inh, `Cc1ccc(S(=O)(=O)N/N=C/c2c(C)nn(-c3ccccc3)c2C)cc1` has the entry -3
Under KLK7 zymogen act, `COc1ccccc1N1CCN(Cc2ccc(C(=O)O)cc2)CC1` has the entry -0.4

Molecules shown so far with a cyano group:
SMILES | KLK7 zymogen act | DDE Tn7 FP inh | TCR CD3 inh | SIAE inh | UHRF1 MBD2 ctr | PRMT1 FP inh | TDP2 inh | LEDGF integ inh | MBD2 DNA inh | Tn6 DDE FP
N#Cc1c(-c2c(Cl)cccc2Cl)noc1/C=C/Nc1ccc(C(=O)O)cc1 | -0.8 | 3 | 0 | -3 | -1 | 0 | 6 | 1 | 0 | 2
N#CC(C(=O)c1ccc(S(=O)(=O)N2CCCCCC2)cc1)c1nc2ccccc2[nH]1 (centres undefined) | 0.2 | -3 | -3 | -4 | 3 | 1 | -11 | -2 | -3 | 7
N#C/C(=C/c1cn(CC(=O)O)c2ccccc12)C(=O)NCc1ccccc1 | 1.6 | 4 | 6 | 4 | -2 | 2 | -1 | -2 | -2 | 2

An unsorted share of the library (roughly 4.6% active in at least one column).
